Assay outcomes: PubChem BioAssay, several laboratories
SMARCA2 act – activators of SMARCA2 function. AID 652017. hit rate 1% among 370,000. activation, % at 9.1 µM. MG213 cells, MMTV-luciferase reporter, dexamethasone, overnight; in the data active = activation above about 7.8%;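 note: 0% = vehicle wells and 100% = reference activator wells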
hgDAF-12 ag – activates the H. glycines DAF-12 receptor ligand-binding domain. AID 687014. activation, % at 6.8 µM. hit rate 1.8% among 370,000. HEK293 GAL4-hgDAF12 UAS-luciferase reporter, agonist luminescence; normalized to butyrate control;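 active = activation above a cutoff set at the mean of all screened compounds plus 3 SD, cut at about 10% in these data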;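 note: 0% = DMSO wells and 100% = sodium butyrate wells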
PLCg1 inh – blocks human PLC-gamma1 enzyme activity | P19174 | purified PLC-gamma1, fluorogenic substrate, fluorescence | inhibition, % at 12.2 µM | hit rate 0.84% among 370,000; in the data active = inhibition above about 9.5%
PLCb3 inh – PLC-beta3 (human) inhibition, primary screen; AID 720704; Purified PLC-beta3, fluorogenic substrate, fluorescence; inhibition, % at 12.2 µM; hit rate 0.18% among 370,000; in the data active = inhibition above about 11%;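 note: 0% = median of compound wells on plate and 100% = full blocker control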
ssDAF12 agonist – activates DAF-12 receptor from parasite S. stercoralis; HEK293 ssDAF-12/GRIP1 lit1-tk-luc reporter, luminescence; % of 3 µM dafachronic acid response; activation, % at 6.8 µM; hit rate 1% among 370,000; AID 652126;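 active = activation above the mean over all tested compounds plus 3 SD, cut at about 0.9% in these data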;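 note: 0% = DMSO-only wells and 100% = 3 µM delta7-dafachronic acid wells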
MBD2 DNA inh – MBD2-methylated oligo binding inhibition | hit rate 0.31% among 370,000 | AID 686964 | inhibition, % at 4.4 µM | Q9UBB5 | TR-FRET, MBD2 binding to methylated oligonucleotide; in the data active = inhibition above about 13%
Target sequence (Q9UBB5 whole entry, looked up): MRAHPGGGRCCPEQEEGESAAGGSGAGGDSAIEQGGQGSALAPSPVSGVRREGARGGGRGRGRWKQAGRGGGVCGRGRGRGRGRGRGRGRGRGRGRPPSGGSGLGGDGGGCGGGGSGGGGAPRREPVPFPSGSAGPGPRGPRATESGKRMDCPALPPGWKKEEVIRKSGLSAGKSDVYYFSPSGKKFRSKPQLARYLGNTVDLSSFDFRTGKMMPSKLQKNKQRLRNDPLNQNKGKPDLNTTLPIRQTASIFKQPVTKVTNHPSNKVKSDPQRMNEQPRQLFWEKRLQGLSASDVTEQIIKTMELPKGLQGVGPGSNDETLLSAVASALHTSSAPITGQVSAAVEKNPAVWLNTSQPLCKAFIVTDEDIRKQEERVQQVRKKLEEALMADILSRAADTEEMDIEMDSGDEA
NR1D1 modulator – Rev-erb alpha (human) modulation | activity, % at 10 µM | hit rate 0.79% among 370,000 | AID 1259318 | Rev-erbα–FITC-DNA binding, fluorescence polarization, 90 min | P20393;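 active = activity above about 14%, limit read from the data; passing the limit was not always enough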;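 note: 0% = DMSO wells with 35 nM protein and 100% = DMSO wells with 750 nM protein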
Target sequence (P20393 whole entry, looked up): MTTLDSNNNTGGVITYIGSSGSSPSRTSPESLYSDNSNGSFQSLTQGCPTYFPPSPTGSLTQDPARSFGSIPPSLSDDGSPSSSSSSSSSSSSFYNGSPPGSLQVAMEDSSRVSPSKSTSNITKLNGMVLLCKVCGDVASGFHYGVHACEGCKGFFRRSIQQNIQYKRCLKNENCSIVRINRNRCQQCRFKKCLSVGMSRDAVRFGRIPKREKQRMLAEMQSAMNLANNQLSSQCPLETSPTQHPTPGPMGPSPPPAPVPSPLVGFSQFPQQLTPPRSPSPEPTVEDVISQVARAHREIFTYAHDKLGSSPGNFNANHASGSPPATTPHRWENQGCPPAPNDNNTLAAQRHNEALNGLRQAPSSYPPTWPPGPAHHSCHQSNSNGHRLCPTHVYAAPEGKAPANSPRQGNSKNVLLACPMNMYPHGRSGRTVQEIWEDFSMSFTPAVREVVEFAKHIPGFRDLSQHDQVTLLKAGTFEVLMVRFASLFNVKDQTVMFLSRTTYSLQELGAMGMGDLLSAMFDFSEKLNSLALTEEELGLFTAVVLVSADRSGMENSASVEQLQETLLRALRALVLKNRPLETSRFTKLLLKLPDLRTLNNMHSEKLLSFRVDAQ
DAX1 inh-1 – blocks DAX1 repression of SF-1 activated StAR promoter; inhibition, % at 6.8 µM; AID 652010; hit rate 1.1% among 370,000; HEK293T StAR-luciferase reporter, SF-1/DAX-1 repression relief;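 active = inhibition above the mean over all tested compounds plus 3 SD, cut at about 3.6% in these data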;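 note: 0% = DAX-1 cells with DMSO and 100% = cells lacking DAX-1 with DMSO; higher inhibition means more luminescence from relief of DAX-1 repression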
hcDAF12 agonist – H. contortus DAF-12 activation, primary screen; hit rate 1.4% among 370,000; HEK293 hcDAF-12 lit1-tk-luc reporter, luminescence; 0% DMSO, 100% Δ7-dafachronic acid; activation, % at 6.8 µM;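 active = activation above the mean of all tested compounds plus 3 SD, cut at about 5.5% in these data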;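 note: 100% = response to 3 µM Δ7-dafachronic acid high control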
ADAM17 inh – ADAM17 inhibition, QFRET primary screen; P78536; recombinant ADAM17, EDANS/DABCYL FRET peptide cleavage; inhibition, % at 6.95 µM; hit rate 0.83% among 370,000; AID 720648;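 active = inhibition above the mean of compounds lying between control limits plus 3 SD, set per campaign, cut at about 8.5% in these data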;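 note: 0% = DMSO-only wells as the low control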
DAX1 inh-2 – NR0B1 (DAX1) inhibition; P51843; HEK293 Gal4-DAX1 luciferase reporter, luminescence; inhibition, % at 6.75 µM; hit rate 0.99% among 340,000; AID 504766;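 active = inhibition above the mean over all tested compounds plus 3 SD, cut at about 4.2% in these data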;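 note: 0% = DAX1-transfected cells with DMSO and 100% = empty-vector control cells with DMSO; inhibition shows as a rise in luminescence from relieved DAX1 repression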
Starred values were filed as active, the others as inactive; · = not tested or not shown.

SMILES	SMARCA2 act	hgDAF-12 ag	PLCg1 inh	PLCb3 inh	ssDAF12 agonist	MBD2 DNA inh	NR1D1 modulator	DAX1 inh-1	hcDAF12 agonist	ADAM17 inh	DAX1 inh-2
CCCCNS(=O)(=O)c1ccc(NC(=O)C(Sc2ccccc2)c2ccccc2)cc1 (stereo unspecified)	-1	2.4	5	7	-1.2	-2	1	-0.2	-4.2	17*	0.9
C/C(=N\NC(=O)c1ccc(COc2ccccc2)cc1)c1ccncc1	1	0.0	-9	-7	-1.8	2	-5	0.0	0.6	0	-0.9
CCCCn1c(O)c2n(c1=O)Cc1ccccc1N=C2c1ccccc1	-1	-0.7	1	1	-0.8	4	-1	-1.4	4.1	1	·
COc1ccc(CCN2C(=O)NC(NS(=O)(=O)c3ccccc3)(C(F)(F)F)C2=O)cc1OC (stereo unspecified)	0	-0.8	-1	-4	-0.2	1	0	0.5	-0.4	-2	-0.2
CCOC(=O)N/N=C\c1ccc(OC/C=C/c2ccccc2)cc1	-1	3.9	2	-5	-0.3	3	-2	-0.8	-0.6	-4	0.3
CC(C)Nc1ccc(C(CC(N)=O)NC(=O)Cc2ccc(Br)cc2)cc1[N+](=O)[O-] (stereo unspecified)	-1	-3.3	4	4	-1.0	-6	5	-1.0	-1.8	5	-2.3
O=S(=O)(Nc1ccc(S(=O)(=O)N2CCCC2)cc1)c1ccc(F)cc1	-5	0.9	1	-2	-0.8	-6	8	0.5	-0.5	0	0.0
COC1=CC(=O)OC(c2ccccc2C(F)(F)F)C1 (stereo unspecified)	-1	-1.2	1	6	-0.3	-2	5	0.0	-1.6	-4	·
CC1(C(=O)NS(=O)(=O)c2cccs2)CCN1C(=O)C1(c2ccc(Cl)cc2)CC1 (stereo unspecified)	2	-1.1	1	0	-0.5	2	2	0.1	0.3	-1	·
COc1ccccc1CNC(=O)COc1ccc2c(c1)CCC2	0	-2.5	7	-1	-1.8	3	-1	-0.5	0.4	-1	-0.1
O=S1(=O)CCOC[C@H](Cc2ccccc2)N1Cc1ccc(F)cc1	2	1.5	1	1	-1.7	-1	6	0.1	-0.3	-1	0.1
CC(CCc1ccccc1)NC(=O)COC(=O)C12CC3CC(CC(Br)(C3)C1)C2 (stereo unspecified)	-4	0.9	0	5	-1.1	-3	4	-0.5	-1.1	1	1.2
COc1cccc(/C=C/C(=O)NCC2CCCCC2)c1	0	2.3	-10	-19	-1.2	2	-2	0.1	-1.0	-14	0.5
Cc1ccc(S(=O)(=O)c2nc(NCc3ccc4c(c3)OCO4)sc2Cl)cc1	-3	-2.5	0	-2	-1.2	5	-3	-0.7	-2.1	4	-0.3
Cc1cc([N+](=O)[O-])ccc1NCc1cccc([N+](=O)[O-])c1	-6	-3.0	0	1	-1.8	-2	3	-1.4	-2.7	4	-1.4
CC1(C(=O)NCC2CC2)CCN1C(=O)C/C=C/c1ccccc1 (stereo unspecified)	-2	1.1	0	2	-0.8	-9	-4	0.2	-2.9	-3	·
Clc1ccc(-c2nc(-c3ccncc3)no2)c(Cl)c1	-1	7.9	1	4	-0.9	-4	-2	0.2	0.7	2	4.9*
CC1C/C(=N\Nc2ccc(S(N)(=O)=O)cc2[N+](=O)[O-])CC(C)(C)C1 (stereo unspecified)	-4	-1.1	0	-5	-1.4	0	2	-0.7	0.3	4	0.1
N#Cc1c(-c2cccs2)nc(SCC(=O)c2cccs2)[nH]c1=O	-1	1.9	-43	-43	-0.9	2	-1	0.0	1.6	6	-0.2
O=C(NC1CCCC1)C(C1CC1)n1c(C2CC2)nc2ccccc21 (stereo unspecified)	-3	4.9	-1	0	1.6*	4	-4	1.6	0.6	-8	·
Fc1ccc(-c2n[nH]c(=S)n2N=Cc2ccc(OCc3ccccc3)cc2)cc1	0	4.0	-3	-1	-1.3	5	-2	-0.1	-0.7	3	·
Cc1cc(C)c(C(N)=O)c(NC(=O)Nc2ccccc2Cl)n1	-3	1.2	-2	-1	-0.9	1	4	0.6	2.5	-5	-1.1
COc1ccc(OC)c(C(=O)c2ccc(C(=O)Nc3ccc4ccccc4c3)cc2)c1	0	2.2	-2	0	-1.5	0	3	-0.3	0.0	0	-0.6
Clc1ccc(-c2nnc3n2-c2ccccc2SC3)cc1	-2	1.1	-4	-8	-1.1	-4	7	-0.4	-0.4	1	-2.2
COC(=O)[C@H](CC(C)C)N(Cc1cn(CC2CCCCC2)nn1)S(=O)(=O)c1ccc(F)cc1Br	2	4.1	6	2	-1.3	19*	-2	-0.8	-2.4	4	·
O=C(CCN1C(=O)c2cccc3cccc(c23)C1=O)N1CCN(c2ccccc2F)CC1	3	-0.1	0	-1	0.0	8	7	0.2	1.1	-1	3.2
C[C@H](CO)N1C[C@H](C)[C@H](CN(C)C(=O)Nc2ccc(C(F)(F)F)cc2)Oc2ncc(-c3cccnc3)cc2C1=O	-2	0.0	-2	1	-1.7	0	4	0.2	-1.7	-2	-0.6
O=C(Cc1cccs1)Nc1nc2ccccc2s1	4	7.6	2	3	-0.7	-2	-2	0.1	3.2	0	-0.3
CC1CN(C(=O)CNC(=O)Cc2cccc3ccccc23)CC(C)O1 (stereo unspecified)	1	-0.5	4	-7	-1.3	-1	-5	1.1	0.8	0	0.1
COC(=O)C1=C(C)OC(N)=C(C#N)C1c1c(C)nn(-c2ccccc2)c1Cl (stereo unspecified)	11*	0.3	-3	-2	-0.7	-4	0	-0.5	-0.8	-5	-0.4
COc1ccc(NC(=O)N2c3ccccc3C(C)=CC2(C)C)cc1	3	-1.9	1	1	-1.4	-3	-1	-0.1	-0.2	-5	-0.1
O=C(Nn1cnnc1)C1CCCN1S(=O)(=O)c1ccc(F)cc1 (stereo unspecified)	-4	-2.9	0	-1	-1.5	3	-2	-0.3	-2.3	-2	0.5
Cc1ccc(NC(=O)C2CC2C)cc1S(=O)(=O)N1CCOCC1 (stereo unspecified)	-1	0.1	3	1	-1.1	0	3	0.1	1.1	-1	0.7
CN(C)c1ccc(CN2CCC(C(=O)NC(c3ccc(F)cc3)c3ccc4ccccc4n3)CC2)cc1 (stereo unspecified)	-3	3.5	-4	-10	-1.1	-3	-2	1.0	2.7	6	·
C#Cc1ccc(NC(=O)C2(C)CCN2C(=O)CC(c2ccccc2)c2ccccc2)cc1 (stereo unspecified)	-1	1.2	1	1	-1.6	7	3	-1.7	-2.1	5	·
O=c1c2cc(Cl)ccc2nc(-c2ccccc2)n1O	5	1.7	-12	-11	-1.3	-5	-2	-0.1	-0.6	-1	-0.3
CCCn1c(=S)[nH]c2cc(C(=O)N3CCN(C4CCCCC4)CC3)ccc2c1=O	0	1.1	5	-9	-0.9	-2	3	1.0	0.8	2	0.9
CC(C)N(c1ccccc1)c1ccc(NC(=O)CCl)cc1	2	-4.0	0	-3	-2.1	-2	-1	-3.9	-3.1	3	-3.4
COC(=O)CNc1nc(-c2ccncc2)nc2ccccc12	-1	-1.1	-17	-18	-0.9	8	4	-0.5	-0.1	-4	0.3
COc1ccc(CC(=O)NC(C)c2nnc(SCC(=O)Nc3cc(C)ccc3OC)n2C)cc1 (stereo unspecified)	-3	-2.7	1	1	-1.3	2	5	0.6	1.0	-4	-0.4
O=C(NC1CCS(=O)(=O)C1)/C(=C/c1ccc(Cl)cc1)NC(=O)c1ccccc1 (stereo unspecified)	1	0.7	3	6	-1.1	3	8	-0.7	0.8	3	4.8*
COc1ccc(CCNS(=O)(=O)c2ccc3c(c2)CC(C)N3C(C)=O)cc1OC (stereo unspecified)	-7	-1.8	1	-2	-1.4	-7	4	-0.4	0.7	-4	-0.6
CC1CCCCN1Cc1nc2ccccc2c(=O)[nH]1 (stereo unspecified)	-1	2.9	0	2	-0.5	0	4	0.0	-1.1	-6	0.9
O=C1[C@@H]2C(c3ccccc3Cl)=NO[C@@H]2C(=O)N1Cc1ccccc1	0	-0.3	4	-1	-1.1	8	0	-0.3	0.5	-5	0.2
Cc1ccc(NC2=NC(c3ccc(C)cc3)n3c(nc(C)cc3=O)N2)cc1 (stereo unspecified)	-3	0.5	-4	-4	-0.9	-4	-4	1.7	-0.3	0	-3.0
CCNC(=S)N1CCN(c2ncccn2)CC1	8.3*	1.3	2	3	-1.7	2	3	0.1	-1.9	-1	3.5
Cc1ccc(NC(=O)COC(=O)CCc2c[nH]c(=O)[nH]2)cc1	-2	-4.0	-13	-27	-1.4	-3	0	0.6	-1.4	-30	0.0
Cc1oncc1C(=O)Nc1cccc(C#N)c1	-1	0.2	0	-3	-0.4	-5	0	1.1	2.5	-5	0.5
CCOC(=O)c1c(C)oc2cc(Cl)c(O)c(CN(C)C)c12	5	13*	-3	-18	-1.1	7	-1	0.6	-2.3	-4	-1.2
Cc1cc(C(=O)Nc2sc3c(c2C#N)CCC(C(C)(C)C)C3)no1 (stereo unspecified)	-4	-0.3	-3	0	-0.9	-2	0	0.3	-2.4	-5	0.1
CC(C)c1ccccc1NC(=S)NC1CCCCC1	0	0.8	1	-2	-2.2	4	4	-0.8	-0.7	-2	-0.9
CCC(CC)C(=O)NCc1ccc2c(c1)cc(C)n2C	2	-1.8	-17	-21	-1.6	-10	-3	0.0	-2.3	-8	-0.7

Ordered by heavy-atom count (high to low): some entries from above.
SMILES	SMARCA2 act	hgDAF-12 ag	PLCg1 inh	PLCb3 inh	ssDAF12 agonist	MBD2 DNA inh	NR1D1 modulator	DAX1 inh-1	hcDAF12 agonist	ADAM17 inh	DAX1 inh-2
COc1ccc(CC(=O)NC(C)c2nnc(SCC(=O)Nc3cc(C)ccc3OC)n2C)cc1 (stereo unspecified)	-3	-2.7	1	1	-1.3	2	5	0.6	1.0	-4	-0.4
COc1ccc(CCNS(=O)(=O)c2ccc3c(c2)CC(C)N3C(C)=O)cc1OC (stereo unspecified)	-7	-1.8	1	-2	-1.4	-7	4	-0.4	0.7	-4	-0.6
O=C(NC1CCS(=O)(=O)C1)/C(=C/c1ccc(Cl)cc1)NC(=O)c1ccccc1 (stereo unspecified)	1	0.7	3	6	-1.1	3	8	-0.7	0.8	3	4.8*
Cc1ccc(NC2=NC(c3ccc(C)cc3)n3c(nc(C)cc3=O)N2)cc1 (stereo unspecified)	-3	0.5	-4	-4	-0.9	-4	-4	1.7	-0.3	0	-3.0
O=C1[C@@H]2C(c3ccccc3Cl)=NO[C@@H]2C(=O)N1Cc1ccccc1	0	-0.3	4	-1	-1.1	8	0	-0.3	0.5	-5	0.2
Cc1ccc(NC(=O)COC(=O)CCc2c[nH]c(=O)[nH]2)cc1	-2	-4.0	-13	-27	-1.4	-3	0	0.6	-1.4	-30	0.0
CCOC(=O)c1c(C)oc2cc(Cl)c(O)c(CN(C)C)c12	5	13*	-3	-18	-1.1	7	-1	0.6	-2.3	-4	-1.2
CCC(CC)C(=O)NCc1ccc2c(c1)cc(C)n2C	2	-1.8	-17	-21	-1.6	-10	-3	0.0	-2.3	-8	-0.7
CC(C)c1ccccc1NC(=S)NC1CCCCC1	0	0.8	1	-2	-2.2	4	4	-0.8	-0.7	-2	-0.9
Cc1oncc1C(=O)Nc1cccc(C#N)c1	-1	0.2	0	-3	-0.4	-5	0	1.1	2.5	-5	0.5
